# mcGAS inh: mouse cGAS inhibition by luminescence; recombinant cGAS, Kinase-Glo ATP depletion luminescence; inhibition, % at 12.5 µM; 160,000 tested, 0.15% active;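 also: 0% = negative control wells and 100% = reference inhibitor with no enzyme activity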
# NPYLR7 agonist: activates Aedes aegypti NPYLR7 receptor; HEK293T NPYLR7/Galpha15, GCaMP6s calcium fluorescence; activation, % at 10 µM; 270,000 tested, 0.15% active; in the data active = activation above about 40%;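 also: 0% = vehicle and 100% = reference agonist at the receptor; some compounds past the cut are filed as inactive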
# hcGAS lum: blocks human cGAS activity; Q8N884; recombinant h-cGAS, ATP depletion, Kinase-Glo luminescence; inhibition, % at 12.5 µM; 290,000 tested, 0.081% active;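 also: 0% = vehicle reaction and 100% = reaction without DNA for no activity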
# Target sequence (Q8N884 whole entry, looked up): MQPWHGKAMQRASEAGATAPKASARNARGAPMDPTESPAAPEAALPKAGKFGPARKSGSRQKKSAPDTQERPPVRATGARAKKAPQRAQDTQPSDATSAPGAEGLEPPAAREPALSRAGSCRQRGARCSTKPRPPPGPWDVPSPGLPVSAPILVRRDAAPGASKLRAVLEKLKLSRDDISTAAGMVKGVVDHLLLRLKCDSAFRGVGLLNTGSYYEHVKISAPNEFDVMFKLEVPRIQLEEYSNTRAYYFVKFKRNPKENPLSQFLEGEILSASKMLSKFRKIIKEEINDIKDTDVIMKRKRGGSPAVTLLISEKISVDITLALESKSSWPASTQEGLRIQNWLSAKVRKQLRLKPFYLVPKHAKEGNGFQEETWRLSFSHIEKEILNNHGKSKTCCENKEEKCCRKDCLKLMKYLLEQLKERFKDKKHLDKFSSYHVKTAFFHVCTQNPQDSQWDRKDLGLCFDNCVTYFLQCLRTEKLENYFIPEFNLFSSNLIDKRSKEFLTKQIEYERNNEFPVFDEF
# The depositor's hits bear a star; · = no result given. Rule as the data show it, unless noted: active = inhibition above about 40%; inactive = the rest.
SMILES,mcGAS inh,NPYLR7 agonist,hcGAS lum
CN(Cc1ncc[nH]1)Cc1ccc(C#CC(C)(C)O)s1,-10,21,-6
CCN(C)C1=C(c2c(C)[nH]n(-c3ccc(F)cc3)c2=O)C(=O)N(c2ccccc2F)C1=O,-6,3,-2
O=C(Nc1cc(N2CCOCC2)ncn1)NC1(C(F)(F)F)Oc2ccccc2O1,·,2,1
CCc1ccc(C(O)c2ncc(-c3ccc4ccccc4c3)[nH]2)cc1 (stereo not given),·,0,-12
COCCn1c(=NC(=O)c2ccn(C)n2)sc2cc(OC)ccc21,-7,·,-7
Clc1ccc(C2=NNC(=NC3CC3)SC2)cc1Cl,·,1,-9
Cn1c(-c2ccccc2Cl)nn(CN2CCc3sccc3C2)c1=S,·,-2,1
CCOc1ccccc1NC(=Nc1nc(C)cc(C)n1)NC(=O)c1ccccc1,·,-4,-6
COc1cc(OC)c(N(CCO)CCO)cc1Cl,·,14,-9
CCC(C)(C)NC(=O)Cn1c(-c2ccoc2)nc(C)c1C,·,8,1
Cc1ccccc1Cn1cnc2c(cnn2CCNC(=O)Cc2ccccc2)c1=O,-10,-2,-6
CCOC(=O)c1ccc2c(c1)nc(SCc1cc(Cl)ccc1Cl)n2CCOC,-8,3,-7
O=C(Nc1nnc(SCC2CC2)s1)c1cccs1,4,-2,4
CC(OS(=O)(=O)c1ccc(Br)cc1)C(F)(F)[N+](=O)[O-] (stereo not given),·,0,3
Brc1ccc(-c2cn3nc4c(nc3n2)CCCC4)cc1,·,3,-5
O=C(CCCCl)NC(Cc1ccccc1)C(=O)Nc1nnc(-c2cccc(Br)c2)s1 (stereo not given),5,-5,-1
CN(CC1COc2ccccc2O1)C(=S)Nc1ccccc1F (stereo not given),·,1,0
CCCNC(=O)c1cc2ccccc2cc1O,-1,8,-7
Cc1cc(C)n(-c2cc(NCCNC(=O)Nc3cccc(C)c3C)ncn2)n1,-9,-7,-2
Cc1cccc2nc(C(=O)N3CCc4nnc(C5CCCO5)n4CC3)cn12 (stereo not given),-8,·,-9
O=S(=O)(c1cccc(CN(Cc2ccccc2F)C2CC2)c1)N1CCOCC1,·,2,4
Cc1ccc(S(=O)(=O)N=C(c2ccccc2)N2CCOCC2)c(C)c1,·,6,9
O=C(NCCN1CCOCC1)c1scc2c1OCCO2,·,-1,3
O=C(Nc1ccc2nc([C@H]3C[C@H](O)[C@@H](CO)O3)[nH]c2c1)Nc1ccc(Br)cc1Br,-3,0,-6
CCOC(=O)CC1Cn2cccc2C1=O (stereo not given),·,8,-6
Cc1ccc(C(C)Cc2[nH]cnc2-c2ccccc2)o1 (stereo not given),-13,11,-2
CN1CC(=O)N2C[C@@H](NC(=O)Cc3ccc(O)c(Cl)c3)C[C@H]2C1=O,·,17,-6
CC1(C(=O)NS(=O)(=O)c2ccc(F)cc2F)CCN1C(=O)COc1ccc(Cl)cc1 (stereo not given),·,2,-8
CC1(C)C[C@@H]2C[C@@](C)(CN2C(=O)c2cc(COc3ccc(-n4cncn4)cc3)on2)C1,·,3,-4
COc1cccc(Cc2cnc(NC(=O)c3oc4c(c3C)C(=O)CCC4)s2)c1,·,-3,-3
C/C(=N\N1CCOCC1)c1ccc(S(=O)(=O)NCc2ccccc2)cc1,·,1,-7
Cc1ccc(CN(CCc2c[nH]c3ccccc23)C(=O)CN(C(=O)/C=C/c2ccccc2)C2CC2)cc1,-3,18,-2
Cc1cccc(OCCSc2nc3ccccc3[nH]2)c1,·,4,-8
Nc1nonc1-c1noc(C2CCCCC2)n1,·,4,3
O=C(c1ccccc1F)N1CCN(Cc2ccc3c(c2)OCO3)CC1,·,20,-17
O=C(Cn1cc(C(F)(F)F)ccc1=O)NC1CC1,-9,-3,-12
Cc1ccc2oc(-c3ccc(NC(=O)c4ccc(Cl)c(Cl)c4)cc3Cl)nc2c1,-5,7,-5
COc1ccc2nc(NC(=O)/C=C/c3cccc([N+](=O)[O-])c3)sc2c1,-7,1,-5
COc1ccc2c(c1)SC(C)C(=O)N2Cc1ccc(OC(F)(F)F)cc1 (stereo not given),·,-5,3
C=CCn1c(=S)[nH]c2sc3c(c2c1=O)CCCCC3,-2,-2,0
Cc1cc(OCC(=O)c2ccc3c(c2)N(CC(=O)NCc2ccccc2)C(=O)CO3)ccc1Cl,·,8,-4
Cc1ccc(CNC(=O)C2CC3CCCC(C2)C3=O)n1C (stereo not given),-1,-3,3
CCN(CC)S(=O)(=O)c1ccc2nnc(SC(C)C#N)n2c1 (stereo not given),·,2,-7
COc1ccc(CCN(Cc2ccc(C)o2)C(=O)CN(CC2CCCO2)C(=O)c2ccco2)cc1OC (stereo not given),-6,14,-3
O=S(=O)(c1ccc(N2CCCCC2)c(N=Cc2ccccc2O)c1)N1CCCCC1,·,7,-11

# Arranged by SMILES length (high to low): some entries from above
SMILES,mcGAS inh,NPYLR7 agonist,hcGAS lum
Cc1ccc(CN(CCc2c[nH]c3ccccc23)C(=O)CN(C(=O)/C=C/c2ccccc2)C2CC2)cc1,-3,18,-2
CC1(C(=O)NS(=O)(=O)c2ccc(F)cc2F)CCN1C(=O)COc1ccc(Cl)cc1 (stereo not given),·,2,-8
Clc1ccc(C2=NNC(=NC3CC3)SC2)cc1Cl,·,1,-9

# The listing continues.
SMILES,mcGAS inh,NPYLR7 agonist,hcGAS lum
CC(C)c1ccc(NC2CCCN(C(=O)c3ccsc3)C2)cc1 (stereo not given),·,-4,-1
CCCc1nc(C(=O)NC2CCC(n3cnnc3)CC2)cs1 (stereo not given),·,7,-8
CN(C(=O)CSc1nc(-c2ccccc2Cl)nc2c1c(=O)n(C)c(=O)n2C)c1ccccc1,-8,-6,-8
O=C(c1cccnc1Cl)N1CCOC(COc2cccc(C(F)(F)F)c2)C1 (stereo not given),-6,-6,-5
N#CC1C(=N)Oc2n[nH]c(-c3ccccc3)c2C1c1cccc(Br)c1 (stereo not given),·,5,-1
Cc1cc(C)nc(Nc2n[nH]c(-c3ccc(Cl)cc3)n2)n1,-8,2,-20
Cc1c(-c2ccccc2)[nH]c2c(CNC(=O)c3cnn(C)c3)cc(Cl)cc12,·,-1,-3
COC(C)(C)c1noc(CCn2c(C)csc2=O)n1,·,8,-14
COc1ccc(N(CN2C(=O)C3C4c5ccccc5C(c5ccccc54)C3C2=O)C(C)=O)cc1 (stereo not given),-2,-5,-4
CNC(=O)[C@@]1(OCc2ccc(F)cc2)CC(OCc2ccc(C(F)(F)F)cc2)[C@H](O)[C@H](O)C1 (stereo not given in full),-1,8,3
Cc1cc(C(=O)CN2C(=O)NC3(CCCCCC3)C2=O)c(C)s1,·,9,-3
CCCNC(=O)Cn1nc2c(c1NC(=O)c1ccc(F)cc1F)CSC2,-4,-8,-2
Cc1cc(C)c2c(n1)nn1c(N3CCN(CCO)CC3)cc(C)nc21,-8,-2,-3
C=CCOCC(O)CN(CCC(C)C)Cc1cccn1Cc1ccccc1F (stereo not given),-5,9,-4
Cc1ccc(/C=C2/N=C(c3ccccc3)OC2=O)o1,·,-2,-2

# A draw from above in order of length of the SMILES, low to high:
SMILES,mcGAS inh,NPYLR7 agonist,hcGAS lum
COC(C)(C)c1noc(CCn2c(C)csc2=O)n1,·,8,-14
Cc1ccc(/C=C2/N=C(c3ccccc3)OC2=O)o1,·,-2,-2
Cc1ccc(CNC(=O)C2CC3CCCC(C2)C3=O)n1C (stereo not given),-1,-3,3
CC(C)c1ccc(NC2CCCN(C(=O)c3ccsc3)C2)cc1 (stereo not given),·,-4,-1
CCN(CC)S(=O)(=O)c1ccc2nnc(SC(C)C#N)n2c1 (stereo not given),·,2,-7
Cc1cc(C)nc(Nc2n[nH]c(-c3ccc(Cl)cc3)n2)n1,-8,2,-20
CCCNC(=O)Cn1nc2c(c1NC(=O)c1ccc(F)cc1F)CSC2,-4,-8,-2
Cc1cc(C)c2c(n1)nn1c(N3CCN(CCO)CC3)cc(C)nc21,-8,-2,-3
O=C(c1cccnc1Cl)N1CCOC(COc2cccc(C(F)(F)F)c2)C1 (stereo not given),-6,-6,-5
N#CC1C(=N)Oc2n[nH]c(-c3ccccc3)c2C1c1cccc(Br)c1 (stereo not given),·,5,-1
O=S(=O)(c1ccc(N2CCCCC2)c(N=Cc2ccccc2O)c1)N1CCCCC1,·,7,-11
COc1ccc2nc(NC(=O)/C=C/c3cccc([N+](=O)[O-])c3)sc2c1,-7,1,-5
Cc1c(-c2ccccc2)[nH]c2c(CNC(=O)c3cnn(C)c3)cc(Cl)cc12,·,-1,-3
CN(C(=O)CSc1nc(-c2ccccc2Cl)nc2c1c(=O)n(C)c(=O)n2C)c1ccccc1,-8,-6,-8
COc1ccc(CCN(Cc2ccc(C)o2)C(=O)CN(CC2CCCO2)C(=O)c2ccco2)cc1OC (stereo not given),-6,14,-3
CNC(=O)[C@@]1(OCc2ccc(F)cc2)CC(OCc2ccc(C(F)(F)F)cc2)[C@H](O)[C@H](O)C1 (stereo not given in full),-1,8,3

# Remaining list, next part.
SMILES,mcGAS inh,NPYLR7 agonist,hcGAS lum
Cc1cc(C(=O)CSc2nnc(C3CC3)n2C2CC2)c(C)n1C(C)C,·,0,-1
COc1cccc(C(C)N(C)C(=O)CCc2nnc(Cc3cc(OC)ccc3OC)o2)c1 (stereo not given),·,13,-8
Cc1cc(C)n2c(NC(C)(C)CC(C)(C)C)c(-c3ccc(Cl)cc3)nc2c1,-7,·,-8
COc1ccc(OC)c2sc(N(Cc3ccccn3)C(=O)Cc3ccc(S(C)(=O)=O)cc3)nc12,·,13,-6
CC[C@]1(O)C[C@H]2CN(CCc3c([nH]c4ccccc34)[C@@](C(=O)OC)(c3cc4c(cc3OC)N(C)[C@H]3[C@@](O)(C(N)=O)[C@H](O)[C@]5(CC)C=CCN6CC[C@]43[C@@H]65)C2)C1,·,-4,-2
CCOCc1ccc(C(=O)Nc2ccc(C)cc2Br)o1,·,-27,-4
CC(C)N(CC(=O)N(Cc1cccn1Cc1ccc(Br)cc1)C1CCCCC1)C(=O)c1ccccc1F,-2,-7,2
CCn1ccc(C(=O)N(Cc2ccccn2)c2nc3ccc(OC)cc3s2)n1,·,-3,1
COc1cccc(NC(=O)C(C)OC(=O)c2ccc(OC)cc2F)c1 (stereo not given),·,-5,-5
COc1ccc(C)c2sc(N(Cc3cccnc3)C(=O)/C=C/c3ccccc3)nc12,-9,-9,-6
Cc1ccc(N2CC(C(=O)N(C)C(C3CC3)C3CC3)CC2=O)c(F)c1 (stereo not given),·,5,-1
CC1CCc2c(sc3ncnc(N4CCCN(Cc5ccc(C#N)cc5)CC4)c23)C1 (stereo not given),-5,0,-2
COCCNc1nc(Nc2ccc(C)c(C)c2)c2nccnc2n1,·,2,-3
CCN(CC)CCSc1ccc(-c2cccnc2)nn1,·,1,-1
COc1ccc(NC(=O)c2c(OC)cccc2OCc2ccccc2)cc1,-1,6,2
Cc1nc(C)c(C(=O)NCCc2ccc(Cl)cc2)s1,-9,-1,-17
O=S(=O)(Cc1ccccc1)NCc1ccccn1,3,-4,4
O=C(Nc1ccc(-c2nc3ccccc3o2)cc1)c1cc([N+](=O)[O-])ccc1Br,1,-6,0
Cc1noc(C)c1C(=O)N1CCN(c2ncccc2C(=O)NCC2CCCO2)CC1 (stereo not given),-5,6,-4
COc1ccc(NC(=O)C(C)(C)CC(=O)c2ccc(SC)cc2)cn1,-2,14,-2
COCCN(CC(=O)Nc1cc(C(C)(C)C)nn1-c1ccccc1Cl)C(=O)Nc1ccc(C)cc1C,-5,23,-2
O=C(N1CC[C@H](CO)[C@@H](O)C1)C1(S(=O)(=O)c2ccccc2)CC1,·,-3,3
CN(Cc1nccn1Cc1ccccc1)c1ncnc2[nH]ccc12,-11,1,-1
NCCOc1ccc(Cl)cc1Cc1ccccc1,·,3,-3
Cc1cc(NCC(C)(C)N2CCCCC2)c2ccccc2n1,·,-1,-7
C=CCNC(=O)c1ccccc1N1CCC(NC(=O)c2cccc(Br)c2)CC1,0,-2,-3
COCC(C)Nc1nc(-c2ccc(C)cc2)c(C)s1 (stereo not given),-4,6,-6
O=C(CC12CC3CC(CC(C3)C1)C2)OCC(=O)c1ccc(Cl)s1,·,-6,0
CCOC(=O)C1=C(C)NC(C)=C(C(=O)OCC)C1c1ccc(C)o1,0,9,5
CCOC(=O)N1CCC(N2CCCC(CCc3ccccc3)(C(=O)OCC)C2)CC1 (stereo not given),-10,13,-8
CCn1c(CC2CCN(c3nc(OC)cc(OC)n3)CC2)nn(C)c1=O,·,9,-8
Cn1c(=O)c2c(ncn2CC(=O)Nc2sccc2C(N)=O)n(C)c1=O,·,12,-6
Cc1cccc(-c2cn[nH]c2C2CCN(C(=O)c3ncc[nH]3)CC2)c1,·,8,-2
CNC(C)(C)C(=O)NCCC1CN(C)CCO1 (stereo not given),·,3,-3
CCN1CCN(CC(=O)NC(C)(CC)c2ccccc2)C(=O)C1=O (stereo not given),·,2,3
COc1cccc(C)c1NC(=O)c1cccc(CN2CC=CC2)c1,-17,14,-3
CCOc1ccc(C(=O)NCC(=O)OCC#N)cc1,·,-2,-9
COc1ccc(NC(=O)CN(C)c2ccc3nnc(C(F)(F)F)n3n2)cc1,-7,21,-5
COc1ccc(/C=C2\SC(=S)N(CCCC(=O)NNC(=O)c3ccccc3O)C2=O)cc1,-5,6,-3
O=c1c(S(=O)(=O)c2ccccc2)cn(Cc2ccc(F)cc2)c2cc(N3CCOCC3)c(F)cc12,-6,8,-9
CC(=O)Nc1nnc(-c2cc3ccccc3o2)o1,·,8,-1
Cc1csc(C2C(=O)NC(=S)C(C#N)C23CCCC3)n1 (stereo not given),-4,1,-3
CCCN(CC(=O)N(CCc1c[nH]c2ccccc12)Cc1ccc(Cl)c(Cl)c1)C(=O)c1ccc([N+](=O)[O-])cc1,0,-14,0

# Compound activity deposited in PubChem by Fisher Drug Discovery Resource Center.
